# CRFBP-R2 agonist = CRF-BP/CRF-R2 complex agonism; HEK293 CRF-R2/CRF-BP, calcium dye fluorescence (FLIPR); percent of saturating CRF peptide response; activation, % at 13.2 µM; 350,000 compounds, 0.46% hits;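 active = activation of at least 50%, plus an integration ratio under a set limit after plate pattern correction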;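 note: plate controls were neutral control wells without compound for no effect and CRF at EC100 for full effect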
# GalR3 antag = human GalR3 antagonism; 360,000 compounds, 0.44% hits; HEK293 GalR3-CNG cAMP membrane potential fluorescence; galR3 body fused to GalR1 C-terminus; inhibition, % at 3 µM; AID 651719; O60755;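 active = inhibition above the screen-wide average plus 3 SD, cut at about 13% in these data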;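 note: forskolin and galanin both at EC90 stimulate the cells; cAMP rise reported by CNG channel membrane potential dye signal; 0% = forskolin plus galanin with DMSO and 100% = forskolin alone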
# Target sequence (O60755 1-299 limits assumed): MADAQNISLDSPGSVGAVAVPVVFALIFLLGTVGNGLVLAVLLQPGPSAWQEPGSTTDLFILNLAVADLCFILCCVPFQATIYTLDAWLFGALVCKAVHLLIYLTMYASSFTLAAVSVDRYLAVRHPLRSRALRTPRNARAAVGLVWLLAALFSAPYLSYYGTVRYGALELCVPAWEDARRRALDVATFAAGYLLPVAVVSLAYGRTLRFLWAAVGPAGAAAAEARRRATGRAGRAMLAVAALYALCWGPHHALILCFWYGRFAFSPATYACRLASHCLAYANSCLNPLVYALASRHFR
# CRFBP-R2 block = blocks CRF-induced signaling of the CRF-BP/CRF-R2 complex | HEK293 CRF-R2/CRF-BP, CRF-induced calcium fluorescence | inhibition, % at 11.8 µM | 350,000 compounds, 0.59% hits | AID 588475;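 active = inhibition of the ligand-induced calcium signal above about 50% at the single tested concentration, limit read from the data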
# An asterisk follows results filed as active. Only part of the results is shown, so the mix of outcomes need not match the whole.
SMILES,CRFBP-R2 agonist,GalR3 antag,CRFBP-R2 block
O=C(CC(NC(=O)OCc1ccccc1)C(=O)OCc1ccccc1)OCc1ccccc1 (centres undefined),6.5,-6,88*
O=C1c2ccccc2[C@@H]2C[C@@H](O)[C@H](Nc3cccc(Cl)n3)CCN12,-1.7,4,-12
Cc1onc(-c2ccccc2Cl)c1C(=O)NCc1nnnn1-c1ccc(F)cc1,1.1,-3,11
CC1(c2ccccc2)NC(=O)N(CC(=O)Nc2ccc3c(c2)CCC3)C1=O (centres undefined),0.0,-6,-11
O=C(COc1ccc(-n2cnnn2)cc1)Nc1ccc(F)c(Cl)c1,-1.4,-3,5
Cc1ccc(S(=O)(=O)N2[C@@H](c3ccc(Cl)cc3)C(C(=O)O)=CC[C@H]2c2ccc3c(c2)OCO3)cc1,-0.9,-8,0
COc1ccc(C(=O)N(C)Cc2ccccc2F)cc1S(=O)(=O)N1CCCC1,-0.5,-8,-2
O=C(NNC(=O)c1ccc(Br)o1)c1csc(N2CCOCC2)n1,1.7,-2,-4
CCCCc1nnc(NC(=O)Cc2ccc(S(=O)(=O)N3CCOCC3)s2)s1,3.8,-6,-3
O=C(O)c1ccc2c(c1)C(=O)N(c1ccc(C(=O)OCC(=O)c3ccccc3)cc1)C2=O,-1.7,-5,14
CCNc1nc(NCC)n2c(SCC(=O)Nc3ccccc3C(F)(F)F)nnc2n1,-1.5,-2,9
CCN(CC)c1ccc(S(=O)(=O)N2CCOCC2)cc1NC(=O)COC(=O)/C=C/c1ccco1,0.9,-4,1
COc1cc(OC)cc(-c2nnc(NC(=O)CCS(=O)(=O)c3ccc(C)cc3)o2)c1,-2.6,-2,2
Cc1ccc(S(=O)(=O)N(C)CC(=O)Nc2ncccc2C)cc1,0.5,-4,-12
C[C@H]1CN([C@@H](C)CO)C(=O)CCCn2nncc2CO[C@@H]1CN(C)Cc1ccc(C(F)(F)F)cc1,0.7,-5,-2
COc1cccc(NC(=O)CN(C)C(=O)c2cc(-c3cccc(Br)c3)nc3ccccc23)c1,3.6,-3,-15
CCc1ccc(OC(=O)Cc2ccc(OC)c(S(=O)(=O)N3CCOCC3)c2)cc1,-1.0,-6,8
O=C(COC(=O)CCS(=O)(=O)c1ccccc1)NNC(=O)c1ccc([N+](=O)[O-])cc1,-1.0,-5,-3
COc1ccc(OC)c(NC(=O)CSc2nc(O)cc(=O)n2CC(C)C)c1,5.1,-5,20
NCCCCCc1cn([C@@H](CCC(=O)O)C(=O)NCCCCCCCCCCC(=O)N2CCNCC2)nn1,-3.3,2,17
Cc1cccc(-n2cnc3cc(C(=O)NCC4CCCO4)ccc32)c1 (centres undefined),-1.1,-8,10
Cc1ccc(CC(C)(O)CC(C)(O)Cc2ccc(C)cc2)cc1 (centres undefined),-2.6,-2,16
FC(F)(F)c1cccc(CC2CN(Cc3ccccc3)Cc3ccccc3N2c2cc(Cl)cc(Cl)c2)c1 (centres undefined),2.0,-1,2
CN(C1CCCCC1)S(=O)(=O)c1cn(C)c(=O)n(C)c1=O,1.1,-8,-9
COC(=O)[C@]1(Cc2ccccc2)N[C@H](CN(C)C(=O)COc2ccccc2)[C@@H]2C(=O)N(Cc3ccccc3)C(=O)[C@@H]21,-1.6,-8,-10
CC(=O)Nc1ccc(NC(=O)CC2(CC(=O)N3CCOCC3)CCCC2)cc1,1.2,-5,-2
COc1cc(CCC(N)c2cccc(O)c2)cc(OC)c1OC (centres undefined),-0.1,-5,-11
O=C(O)C1C2CC(C(Br)C2Br)C1C(=O)O (centres undefined),-0.1,-4,34
COc1ccc2oc(C(=O)NC(C)c3ccccn3)c(C)c2c1 (centres undefined),1.4,4,-5
COC(=O)c1ccccc1-c1c2ccc(=N)cc-2oc2cc(N)ccc12,176*,-6,-92
Clc1nccc(N2CCN(c3ccccc3Cl)CC2)n1,1.6,-6,-10
CCc1noc(C)c1C(=O)NNC(=O)c1cc(OC)cc(OC)c1,-0.8,4,-2
Nc1ccn(CCCNC2CCN(Cc3ccccc3)CC2)c(=O)n1,2.8,-6,-3
COc1ccc(CCNC(=O)CSc2nc(=O)[nH]c3c2CCC3)cc1OC,-0.8,0,8
Cc1ccc(NC(=O)CNC(=O)c2ccc(C)s2)nc1,0.0,-2,-7
Cc1ccc(N2CC(C(=O)Nc3cc(C(F)(F)F)ccc3N3CCCC3)CC2=O)cc1 (centres undefined),-2.4,-6,-25

# Shown with values under each structure: four of the compounds above.
# Values in the order – CRFBP-R2 agonist	GalR3 antag	CRFBP-R2 block
> Clc1nccc(N2CCN(c3ccccc3Cl)CC2)n1
 : 1.6	-6	-10
> CCc1noc(C)c1C(=O)NNC(=O)c1cc(OC)cc(OC)c1
 : -0.8	4	-2
> Nc1ccn(CCCNC2CCN(Cc3ccccc3)CC2)c(=O)n1
 : 2.8	-6	-3
> COc1ccc(CCNC(=O)CSc2nc(=O)[nH]c3c2CCC3)cc1OC
 : -0.8	0	8

# The main list resumes, starting three compounds before the break.
SMILES,CRFBP-R2 agonist,GalR3 antag,CRFBP-R2 block
COc1ccc(CCNC(=O)CSc2nc(=O)[nH]c3c2CCC3)cc1OC,-0.8,0,8
Cc1ccc(NC(=O)CNC(=O)c2ccc(C)s2)nc1,0.0,-2,-7
Cc1ccc(N2CC(C(=O)Nc3cc(C(F)(F)F)ccc3N3CCCC3)CC2=O)cc1 (centres undefined),-2.4,-6,-25
CCOc1ccc(C(C)NC(=O)C2CCN(S(=O)(=O)c3ccc(OC)cc3)CC2)cc1OCC (centres undefined),0.0,-4,-4
Cc1noc(C)c1COc1ccc(C(=O)N2CCN(S(=O)(=O)c3cccc(F)c3)CC2)cc1,2.3,-7,-24
CC(=O)Nc1cccc(NC(=O)CSc2nc(=O)n3cccc(C)c3n2)c1,-0.8,-5,-8
C[C@H](CO)N1C[C@H](C)[C@@H](CN(C)Cc2ccc3c(c2)OCO3)Oc2c(NC(=O)Cc3ccccc3)cccc2C1=O,-1.8,-5,-3
NC1=NN(c2c(Cl)cc(Cl)cc2Cl)C(=O)C1,-1.1,3,-4
O=C(COC(=O)c1ccc(F)cc1F)Nc1cc(S(=O)(=O)N2CCOCC2)ccc1Cl,-0.6,-3,-5
CN(C(=O)COC(=O)Cc1c(F)cccc1Cl)c1c(N)n(Cc2ccccc2)c(=O)[nH]c1=O,0.0,-5,2
COC(=O)[C@]1(Cc2ccccc2)N[C@H](c2ccc(-c3cccc(Cl)c3)c(OC)c2)[C@@H]2C(=O)N(C)C(=O)[C@@H]21,4.8,-8,-7
O=C(CSc1nc2ccccc2c(=O)n1CCCN1CCOCC1)Nc1ccc(Br)cc1,-1.4,-4,-5
O=C(c1ccccc1)N(C(=O)c1ccccc1)c1ccccc1,-0.4,-5,28
COc1ccc(C(=O)COC(=O)c2ccc(-n3cnnn3)cc2)c(OC)c1,0.2,-4,9
O=C(Cc1c(F)cccc1Cl)Nc1ccccc1C(=O)N1CCCCC1,-0.4,-8,-2
Cc1ccc(C2=NCCn3c2c2ccccc2[n+]3[O-])cc1,-0.4,-7,0
Cc1ccc(CNC(=O)CSc2nnc(CNC(=O)c3ccc(F)cc3)o2)cc1,0.3,-7,-3
CC(OC(=O)Cn1cnc2c1c(=O)n(C)c(=O)n2C)C(=O)NC(C)c1ccc(Cl)cc1Cl (centres undefined),0.2,4,11
O=C(CCCOc1ccc(Br)cc1)Nc1nnc(C2CC2)s1,1.3,-3,-8
COc1ccc(-c2cc(C(=O)N(C)Cc3nc4ccccc4c(=O)[nH]3)c3ccccc3n2)cc1OC,-1.2,-10,-4
O=c1c2cc([N+](=O)[O-])ccc2sn1-c1ccccc1,-1.2,-6,15
COc1ccc(NC(=O)CN2C(=O)C3CC=CCC3C2=O)cc1Cl (centres undefined),0.0,0,-10
COc1cccc(NC(=O)c2cccc(S(=O)(=O)N3CCN(Cc4ccccc4)CC3)c2)c1,3.8,2,3
Cc1cccc(NC(=O)CCCN=C2NS(=O)(=O)c3ccccc32)c1C,3.7,0,-13
CC(C#N)Sc1ccc(S(=O)(=O)N2CCCC2)cn1 (centres undefined),1.3,-2,4
CCCCN(C(=O)C1CC(=O)N(CCc2ccc(OC)c(OC)c2)C1)c1c(N)n(CC(C)C)c(=O)[nH]c1=O (centres undefined),-0.2,-7,2
N#Cc1ccccc1S(=O)(=O)N1CCN(CC(=O)Nc2ccccc2C(=O)NC2CC2)CC1,-0.1,-5,-6
COc1ccc(Cl)cc1NC(=O)CN(C)C(=O)c1cc2c(s1)CCC(C)C2 (centres undefined),-1.1,-3,6
CC(=O)c1sc(NC(=O)CCS(=O)(=O)c2ccc(Cl)cc2)nc1C,-1.1,-4,62*
Cc1nnc(SCC(=O)NC2CCCC2)n1-c1ccccc1,1.6,-6,-5
O=C(Cc1ccccc1)OCC(=O)c1cccc([N+](=O)[O-])c1,0.5,-5,2
C/C=C/c1ccc(OCC(=O)Nc2cc(Cl)ccc2-n2cncn2)c(OC)c1,0.8,-3,-19
O=C(COC(=O)Cc1ccc(F)cc1)NC1CCCCC1,-3.1,-2,12
COc1ccc2c(=O)c3c(=O)n(Cc4ccccc4)c(C(C)C)nc3oc2c1,0.0,-4,-7
COc1ccc(S(=O)(=O)NC2CC(=O)N(c3ccc(C)c(C)c3)C2)cc1 (centres undefined),-1.4,-1,9
CCC1CCc2sc(C(=O)NC3CCN(Cc4ccccc4)CC3)cc2C1 (centres undefined),2.0,-4,-26
O=C(Cc1ccc(NC(=O)C2CCN(C(=O)c3ccccc3)CC2)cc1)Nc1cccc(C(=O)N2CCCCC2)c1,-1.8,-7,8
CCc1noc(C)c1C(=O)Nc1cc(S(=O)(=O)N2CCOCC2)ccc1OCC(F)(F)F,-3.0,-5,-2
O=C(O)c1cccc(NC(=S)NC(=O)c2cncc(Br)c2)c1,-1.0,0,-12

# Molecules shown so far with two or more sulfur atoms:
SMILES,CRFBP-R2 agonist,GalR3 antag,CRFBP-R2 block
CCCCc1nnc(NC(=O)Cc2ccc(S(=O)(=O)N3CCOCC3)s2)s1,3.8,-6,-3
CC(C#N)Sc1ccc(S(=O)(=O)N2CCCC2)cn1 (centres undefined),1.3,-2,4
CC(=O)c1sc(NC(=O)CCS(=O)(=O)c2ccc(Cl)cc2)nc1C,-1.1,-4,62*

# (listing goes on)
SMILES,CRFBP-R2 agonist,GalR3 antag,CRFBP-R2 block
CCCNC(=O)c1ccccc1NC(=O)Cc1ccc(OC)c(S(=O)(=O)N2CCOCC2)c1,0.7,-2,2
CNc1ccc(C(=O)OCC(=O)Nc2ccnn2C(C)C)cc1[N+](=O)[O-],-1.0,-6,7
COc1ccc(S(=O)(=O)N2CCCCC2)cc1NC(=O)CSc1nnc(C2CC2)n1C,-0.7,-2,15
CCOC(=O)C1CN(C(=O)OCC)CC1=NNC(N)=O (centres undefined),3.0,0,3
O=C(COc1ccccc1F)NNC(=O)c1cc(Br)ccc1Cl,0.9,-3,-3
CC(=O)c1c(C)[nH]c(C(=O)NCc2ccc(Cl)cc2)c1C,1.2,-5,0
Cc1ccc(C)c(OCC(=O)OCC(=O)Nc2c(C)nn(-c3ccccc3)c2C)c1,-2.6,-3,1
CCCCN(C(=O)c1ccc(N(C)S(=O)(=O)c2ccc(C)cc2)cc1)c1c(N)n(CCCC)c(=O)[nH]c1=O,0.4,0,17
CC(=O)Nc1cccc(NS(=O)(=O)c2ccc3c(c2)CCC(=O)N3)c1,-3.5,-7,29
COC(=O)c1ccc(CNC(=O)C(C)N=C2NS(=O)(=O)c3ccccc32)cc1 (centres undefined),-0.3,1,-1
CC(C)COc1cccc(C(=O)N(C)CC(=O)Nc2cccc3ccccc23)c1,-2.8,-6,14
O=C(CN1C(=O)NC2(CCCCC2)C1=O)Nc1ccc(N2CCCCC2)cc1,-1.7,-2,-5
Cc1cc(NC(=O)CN2C(=O)NC3(CCCCC3)C2=O)ccc1N1CCCC1,0.3,-4,18
COc1ccc(-n2ncc3c(SCC(=O)OC(C)C)ncnc32)cc1,3.4,-9,0
O=C(Cn1sc2ccccc2c1=O)Nc1ccc(Br)cc1,0.6,-7,-9
Cc1ccc(C(C)C)c(OCC(=O)OCC(=O)c2c(N)n(C)c(=O)n(C)c2=O)c1,-0.8,-3,-15
COc1ccc(NC(=O)c2cccc3c2C(=O)c2ccc(-c4ccc(F)cc4OCc4ccccc4)cc2S3(=O)=O)cc1,0.6,10,5
COc1ccccc1NCC(=O)N1CCN(S(=O)(=O)c2ccccc2)CC1,-0.2,-2,-4
COc1ccc(Cl)cc1NS(=O)(=O)c1cccc(C(=O)NCC(c2ccco2)N2CCCC2)c1 (centres undefined),1.3,-4,-9
Clc1cccc(N2CCN(CCCN3CCN(c4ccccc4)CC3)CC2)c1,3.6,-8,-16
C[C@H](CO)N1C[C@H](C)[C@@H](CN(C)C(=O)NC2CCCCC2)Oc2c(NC(=O)Nc3ccccc3)cccc2C1=O,21,-1,-6
N#Cc1ccsc1NC(=O)c1ccc2ncsc2c1,-0.9,-7,-10
O=Cc1cc(OCc2ccccc2)ccc1[B-](F)(F)F,-1.0,-7,-22
Cc1cc(C)c(C(=O)COC(=O)CNC(=O)c2ccccc2C)c(C)c1,0.0,-1,2
O=C(CSc1nnc(-c2ccncc2)o1)Nc1ccc(F)c(F)c1,-0.5,2,-1
NN=C1C(=O)c2cccc3cccc1c23,0.9,-4,-5
Nc1nc(=S)c2ncn(C3CCCCC3)c2[nH]1,-0.7,-5,2
CCCCCC(=O)N1C[C@H](n2cc(C3CC3)nn2)[C@@H](O)C[C@@H]1c1ccccc1,2.5,-5,-14
O=C(CSC(=S)N1CCCC1)N/N=C/c1c(O)[nH]c(=S)[nH]c1=O,-0.4,-4,-3
COc1ccc(/C=C2/CCC(CN3CCOCC3)C2=O)cc1 (centres undefined),12,0,57*
